Source: PubChem
Tat transport = E. coli Tat transport inhibition | E. coli MC4100 TorA-mCherry Tat export, fluorescence | inhibition, % at 10 µM | 340,000 compounds, 0.036% hits | AID 488895;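 active means mean replicate inhibition at least 50% and at least half of replicates individually reaching 50%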;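 further: exported cargo escapes ClpAP degradation while cytoplasmic cargo is degraded and loses fluorescence; 0% = median of neutral control wells and 100% = median of NaSCN control wells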
E coli growth = bacterial growth inhibition, counter-screen for AddAB inhibitors | E. coli V3065 growth, OD600 absorbance, 18 h | inhibition, % at 11.9 µM | 330,000 compounds, 0.27% hits;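 active means inhibition above the campaign's mean inhibition across all tested compounds plus 3 SD, cut at about 9.9% in these data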;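 further: uninfected addAB+ strain grown without phage in ampicillin broth; 0% = DMSO wells and 100% = ciprofloxacin 0.95 µg/ml wells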
MOR-DOR ag = OPRM1-OPRD1 heterodimerization agonism; P35372+P41143; cells, luminescence; activation, % at 9.3 µM; 340,000 compounds, 0.3% hits; AID 504326; in the data active means activation above about 18%;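 further: 0% = vehicle-treated cells and 100% = reference agonist; values of inactives mirror those of a sister screen read the other way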
HTR5A inv ctr = inverse agonist of human HTR5A in OPRM1-OPRD1 counter-screen. P47898. inhibition, % at 9.3 µM. 340,000 compounds, 0.083% hits. HTR5A cell line, luminescence, inverse agonism; in the data active means inhibition mostly above about 23%, no sharp cut-off; inactive means mostly below about 18%;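 further: 0% = cells with DMSO and 100% = no-cell wells with DMSO; some compounds called inactive have numbers as strong as hits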
Target sequence (P47898 whole entry, looked up): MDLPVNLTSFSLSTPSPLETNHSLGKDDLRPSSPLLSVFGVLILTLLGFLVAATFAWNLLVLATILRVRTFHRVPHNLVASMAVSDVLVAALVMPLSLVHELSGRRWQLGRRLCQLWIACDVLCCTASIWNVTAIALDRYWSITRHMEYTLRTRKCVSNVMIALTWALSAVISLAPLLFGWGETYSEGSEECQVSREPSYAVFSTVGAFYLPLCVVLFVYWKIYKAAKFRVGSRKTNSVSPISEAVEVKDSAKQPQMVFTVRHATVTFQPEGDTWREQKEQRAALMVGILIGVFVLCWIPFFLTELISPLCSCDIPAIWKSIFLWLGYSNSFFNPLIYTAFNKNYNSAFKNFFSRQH
PKA-R1A act = PKA-R1A complex activation; PKA-R1A dissociation, Cy5-IP20 fluorescence polarization; scaled: DMSO 0%, 113 µM cGMP 100%; activation, % at 11.4 µM; 340,000 compounds, 0.083% hits; AID 504707;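 active means percent activation above the mean of all tested compounds plus 3 SD, cut at about 19% in these data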;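 further: higher means more PKAc released from R1A so a rise in polarization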
PfHsp90 set2 = reduces growth (ATP signal) of yeast expressing P. falciparum Hsp90; S. cerevisiae expressing PfHsp90, BacTiter-Glo ATP, 48 h; yeast lacking PDR1 and PDR3 efflux regulators; inhibition, % at 9.4 µM; 310,000 compounds, 0.32% hits;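 active means every replicate shows inhibition above about 80%, whatever the replicate mean, limit read from the data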;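 further: 0% = DMSO neutral controls and 100% = 20 µM radicicol positive controls; yeast relying on Plasmodium falciparum Hsp90 in place of its own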
SUMO Mot1 rescue = blocks SUMOylation pathway, rescuing yeast Mot1-301 growth; growth rescue, % at 18.8 µM; 320,000 compounds, 1% hits; S. cerevisiae Mot1-301 growth rescue, ATP luminescence, 38.5C; percent above DMSO median, 100 means doubled; AID 2716;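 active means every valid replicate shows activation above 250% relative to neutral control wells; inactive means the rest, any valid replicate at or below 250%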;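 further: OY570 slx delta 5 strain wells were the positive control but not used for scaling; some compounds called inactive have numbers as strong as hits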
phage Ecoli inh = E. coli growth loss with phage present; growth absorbance; inhibition, % at 11.9 µM; 360,000 compounds, 0.26% hits; AID 651602; in the data active means inhibition above about 11%
AddAB inh = less growth of phage-infected E. coli with AddAB | inhibition, % at 11.9 µM | 330,000 compounds, 0.29% hits | E. coli expressing H. pylori AddAB, absorbance growth; in the data active means inhibition above about 12%;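 further: 0% = vehicle wells of infected cells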
PKA-R2B act = activators of human PKA-R2B complex; PKA-R2B holoenzyme dissociation, Cy5-IP20 fluorescence polarization; R2B truncated from residue 108, S112A mutant; 0% DMSO only, 100% 113 µM cGMP; P22694+P31323; activation, % at 11.4 µM; 340,000 compounds, 0.079% hits; AID 504700;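 active means activation above a cutoff set at the mean over all compounds plus 3 SD, cut at about 18% in these data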;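 further: higher means more holoenzyme dissociation and a rise in polarization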
Target sequence (P31323 whole entry, looked up, other chains not shown, the tested form may be a part): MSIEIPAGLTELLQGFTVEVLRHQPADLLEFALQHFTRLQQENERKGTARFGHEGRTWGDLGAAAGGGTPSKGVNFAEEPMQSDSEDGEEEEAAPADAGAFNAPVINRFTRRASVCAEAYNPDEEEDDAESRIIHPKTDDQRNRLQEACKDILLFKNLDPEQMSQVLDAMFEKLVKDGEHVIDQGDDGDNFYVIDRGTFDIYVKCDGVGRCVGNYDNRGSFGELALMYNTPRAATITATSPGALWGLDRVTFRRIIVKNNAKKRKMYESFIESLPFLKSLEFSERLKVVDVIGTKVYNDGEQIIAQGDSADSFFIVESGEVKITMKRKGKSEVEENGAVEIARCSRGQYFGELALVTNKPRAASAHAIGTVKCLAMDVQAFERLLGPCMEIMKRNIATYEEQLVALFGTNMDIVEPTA
MOR-DOR inv ag = inverse agonists of human mu-delta opioid receptor heterodimerization; P35372+P41143; cell-based MOR-DOR heterodimer luminescence, inverse agonism; inhibition, % at 9.3 µM; 340,000 compounds, 0.21% hits; AID 504357; in the data active means inhibition above about 22%, passing the limit was not always enough;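 further: 0% = cells with DMSO and 100% = wells without cells with DMSO; values of inactives mirror those of a sister screen read the other way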
Numbers without * were called inactive; / = not tested or not shown.

Second line of a record: Tat transport, E coli growth, MOR-DOR ag, HTR5A inv ctr, PKA-R1A act, PfHsp90 set2, SUMO Mot1 rescue, phage Ecoli inh, AddAB inh, PKA-R2B act, MOR-DOR inv ag
O=C1C=C(N2CCOCC2)C2(CCCCC2)O1
→ -5, 1.3, -0.9, 4, 4, -17, 2, 3.5, 1.7, 13, 5
O=S1(=O)c2c(Oc3cccc4ccccc34)cccc2OC(COCc2ccccc2)CN1C1CCCC1 (stereo not drawn)
→ 4, /, -3.9, -12, -7, -6, /, 4.4, /, -9, 18
CCCCOc1ccc(C(=O)NNC(=S)NC(=O)CC)cc1
→ 1, -4.6, -5.5, 14, -6, 106*, 2, /, -6.7, 5, 28
COc1cc(OC)c(C(=O)Nc2ccccc2-c2ccccc2)cc1OC
→ 5, -1.6, -0.2, -28, 8, -46, 15, 2.4, -1.5, -15, 1
CN(CCc1ccccc1)C(=O)c1ccc(NC(=O)Cc2ccc(NC(=O)C3CCN(C(=O)C4CCCCC4)CC3)cc2)cc1
→ 13, /, -0.1, -12, 1, -7, /, 1.8, /, 3, 0
Cc1noc(C)c1COc1cccc(C(=O)OCC(=O)NC(=O)c2ccc(OC(F)F)cc2)c1
→ -11, 0.2, 2.4, 1, 0, -6, 2, 1.2, 1.4, 1, -13
O=C(Cn1cnc2c(NCc3ccccc3)ncnc21)NCc1ccc2c(c1)OCO2
→ 0, 0.7, /, /, -11, -4, /, 1.2, -9.6, -6, /
COc1ccc(/C=C/C(=O)N(CCC(N)=O)c2ccccc2)cc1S(=O)(=O)N1CCOCC1
→ -7, /, -0.4, -2, -8, /, /, 5.6, /, -2, 3
CC(C)(C)c1ccc(C(=O)N/C(N)=N/c2nc3ccccc3o2)cc1
→ 0, 2.7, -1.2, 7, -2, 4, 41, /, 2.5, -6, 7
CC(C)N(CC#CC(O)(c1ccccc1)c1ccccc1)CCO
→ -13, 0.2, -1.4, 6, 8, 8, -5, -0.1, 0.5, -5, 7
CSc1ccccc1NC(=O)c1cc(C(C)C)on1
→ 8, 1.1, 2.2, -2, 4, /, -1, 1.6, 2.5, 2, -13
COc1ccc(C(=O)c2ccc(Cl)cc2)c2ccccc12
→ -9, 0.5, 0.0, 9, -10, -4, 4, -0.5, 5.6, -4, 0
Cc1nnc(N/N=C/c2ccccc2C(F)(F)F)n1N
→ -4, 0.9, 0.6, -9, 1, -11, -18, 1.2, 4.0, -2, -3
CCn1c(=O)c(CCC(=O)NCCN2CCOCC2)c(C)c2c(C)nn(-c3ccccc3)c21
→ -2, -0.6, -2.1, -31, -10, 0, 7, 2.4, 2.5, -10, 11
CCOC(=O)C(C)Sc1nc(-c2ccccn2)ncc1OC (stereo not drawn)
→ -4, -1.1, -4.4, -13, 7, 15, 7, 1.8, -4.3, -3, 22
COc1ccc([C@H]2CC(=O)C=C(c3ccc(C)c(F)c3)C2)cc1
→ 1, 0.0, 6.0, -24, 3, 1, 1, 2.9, 2.3, -12, -35
CCCCCOC(=O)Cn1c(=O)oc2ccccc21
→ -2, -2.0, 1.9, 10, -2, 11, -6, 2.4, -2.0, 4, -10
CC(C)(C)C(=O)NNC(=O)COc1ccc2ccccc2c1Br
→ -3, -0.6, -1.6, -15, -10, 4, 34, 1.8, 0.7, 0, 8
O=C1CNC(=O)N1CC(O)Cn1c2ccccc2c2ccccc21 (stereo not drawn)
→ -2, -2.2, -2.6, -4, -8, 4, -2, 3.6, 4.7, -1, 17
CCC(C)(C)n1c(=O)[nH]c2c(c1=O)CCC2
→ -9, -1.4, -2.0, -4, -6, -8, -14, 2.7, 3.2, -6, 11
CC(C)N(C(=O)C[n+]1ccc(/C=N/O)cc1)C(C)C
→ 3, -0.8, -0.8, -2, -3, 10, 5, 5.0, -0.7, -5, 5
CN(CC(=O)Nc1ccccc1C(F)(F)F)C(=O)COc1ncnc2sccc12
→ 2, 0.2, 0.1, -16, 5, 2, 731, 3.1, 2.2, -2, -1
CC(Sc1ccccn1)C(=O)Nc1ccc(S(N)(=O)=O)cc1 (stereo not drawn)
→ -9, 3.1, -1.7, 9, 7, -20, 26, 4.4, 1.6, 0, 9
CCc1ccc(NC(=O)NNC(=O)c2cc3ccccc3cc2O)cc1
→ -16, 6.7, -1.7, 3, 4, -21, -7, 7.1, 5.1, -5, 6
CCn1c(=O)c(C(=O)NNS(=O)(=O)c2ccc(Br)cc2)c(O)c2ccccc21
→ 9, 1.9, -1.7, -6, -9, -9, 178, 3.0, -0.1, 2, 8
O=C1C(=O)N(CCN2CCOCC2)C(c2ccccn2)/C1=C(/O)c1ccccc1 (stereo not drawn)
→ 6, -5.3, -2.0, -42, -2, 16, 10, 0.9, -0.2, 4, 11
COc1ccc(CCOC(=O)CNC(=O)c2ccc(Cl)cc2Cl)cc1
→ 10, 2.1, 0.2, -22, -1, -2, -3, 1.2, 6.1, -1, -1
CCc1ccccc1NC(=O)CNC(=O)c1cc(C2CC2)nn1-c1ccccc1
→ -7, 0.3, -3.4, 4, -2, 1, /, 2.0, 2.5, -1, 18
NS(=O)(=O)c1ccc(NC(=O)CSC2=NC(=O)C(c3ccccc3)C(=O)N2)cc1 (stereo not drawn)
→ -4, -2.3, -2.2, 12, -3, /, 30, 1.4, 1.5, -2, 13
CCC(C)NC(=O)CN1C(=O)COc2ccc(S(=O)(=O)N3CCOCC3)cc21 (stereo not drawn)
→ -14, 0.3, -3.3, 12, -2, 14, /, 0.2, 6.4, 3, 17

Second line of a record: Tat transport, E coli growth, MOR-DOR ag, HTR5A inv ctr, PKA-R1A act, PfHsp90 set2, SUMO Mot1 rescue, phage Ecoli inh, AddAB inh, PKA-R2B act, MOR-DOR inv ag
CC1Cc2nc(SCC(=O)N3CCOCC3)n(-c3ccccc3)c(=O)c2S1 (stereo not drawn)
→ -8, 1.4, -0.3, -16, 9, 8, -1, -0.1, -2.4, 2, 2
CCCOC(=O)CC1C(=O)NCCN1C(=O)OC(C)(C)C (stereo not drawn)
→ -1, -0.2, -0.6, -2, 5, 19, 47, -0.2, -0.8, 2, 3
CCn1c(CCNC(=O)c2ccc(C)cc2)nnc1SCc1ccc(Cl)c(Cl)c1
→ -5, -0.3, 4.7, -7, 7, -19, 17, 1.2, 3.9, 9, -24
CCOC(=O)Cn1nnnc1CN(Cc1ccc(OC)cc1)Cc1cc2cc(CC)ccc2[nH]c1=O
→ 1, -0.2, 0.9, 22, -17, 6, 3, 1.6, 0.4, -12, -5
CC(=O)Oc1c(C(=O)c2nnc(C)o2)c(=O)n(C)c2ccccc12
→ -2, 0.0, 0.0, 10, 4, 6, 1, -0.1, 0.9, 3, 0
Cc1ccc(N/C(N)=N/c2nc(CSc3nnc(C)s3)cc(=O)[nH]2)c(C)c1
→ 2, -2.7, -2.2, 1, -20, 2, -10, 4.0, 1.0, -9, 12
NC(=O)C[n+]1cccc(C(N)=O)c1
→ 5, 0.3, -3.3, 16, -10, 0, -2, 2.1, 3.2, -5, 16
Cc1ccc(S(=O)(=O)N2CCCCC2)cc1NC(=O)CSc1nccn1C
→ -6, 0.8, -1.6, -5, -4, -1, -13, 0.8, 3.8, -3, 9
CCOC(=O)C1=C(C)Nc2ccccc2N=C1NC(=O)Cc1ccc(Cl)c(Cl)c1
→ -4, -2.0, 0.9, -3, -2, 2, -14, 1.9, -1.1, 4, -5
O=C(O)c1ccccc1NC(=O)C(c1ccccc1)c1ccccc1
→ -11, 0.6, -2.5, 10, -4, 8, -24, 1.6, 0.8, 0, 13
COc1ccc(NC2CC(=O)N(c3cccc(C)c3)C2=O)cc1 (stereo not drawn)
→ -1, 1.5, 0.2, 13, 1, -6, 9, 1.1, 0.3, 7, -1
Cc1ccc(-c2ccc(SCC(=O)Nc3cc(C)on3)nn2)cc1
→ -11, -1.1, -1.2, -3, -8, /, /, 2.6, 0.6, -4, 6
O=C(CN1C(=O)C2(OCCO2)c2ccccc21)c1ccc(Br)cc1
→ 5, 0.8, -2.4, -7, -7, /, -5, /, 0.8, -4, 12

Of the compounds above, eight contain an aryl methoxy group.
Second line of a record: Tat transport, E coli growth, MOR-DOR ag, HTR5A inv ctr, PKA-R1A act, PfHsp90 set2, SUMO Mot1 rescue, phage Ecoli inh, AddAB inh, PKA-R2B act, MOR-DOR inv ag
COc1cc(OC)c(C(=O)Nc2ccccc2-c2ccccc2)cc1OC
→ 5, -1.6, -0.2, -28, 8, -46, 15, 2.4, -1.5, -15, 1
COc1ccc(/C=C/C(=O)N(CCC(N)=O)c2ccccc2)cc1S(=O)(=O)N1CCOCC1
→ -7, /, -0.4, -2, -8, /, /, 5.6, /, -2, 3
COc1ccc(C(=O)c2ccc(Cl)cc2)c2ccccc12
→ -9, 0.5, 0.0, 9, -10, -4, 4, -0.5, 5.6, -4, 0
CCOC(=O)C(C)Sc1nc(-c2ccccn2)ncc1OC (stereo not drawn)
→ -4, -1.1, -4.4, -13, 7, 15, 7, 1.8, -4.3, -3, 22
COc1ccc([C@H]2CC(=O)C=C(c3ccc(C)c(F)c3)C2)cc1
→ 1, 0.0, 6.0, -24, 3, 1, 1, 2.9, 2.3, -12, -35
COc1ccc(CCOC(=O)CNC(=O)c2ccc(Cl)cc2Cl)cc1
→ 10, 2.1, 0.2, -22, -1, -2, -3, 1.2, 6.1, -1, -1
CCOC(=O)Cn1nnnc1CN(Cc1ccc(OC)cc1)Cc1cc2cc(CC)ccc2[nH]c1=O
→ 1, -0.2, 0.9, 22, -17, 6, 3, 1.6, 0.4, -12, -5
COc1ccc(NC2CC(=O)N(c3cccc(C)c3)C2=O)cc1 (stereo not drawn)
→ -1, 1.5, 0.2, 13, 1, -6, 9, 1.1, 0.3, 7, -1
